Tb PFK block: T. brucei PFK enzyme inhibition. O15648. T. brucei PFK, ADP-Glo luminescence. Potency, µM (highest dose often 57.5 µM), for the others: top-dose activity, negative = inhibition, most hits filed as inhibitors. 0.17% of 330,000 active. AID 485367;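 note: potency is the fitted concentration of half-maximal effect; 0% = uninhibited 1x PFK enzyme wells and -100% = no-enzyme wells; nearly all actives have a fitted effect of over 60% in size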
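PFK 1.25 nM, F6P 0.5 mM, ATP 0.1 mM, 0.1 M TEA pH 8.0, 5 mM MgCl2, 0.01% Tween20, 0.1% BSA; 45 min RT. ADP-Glo readout. qHTS titration up to 57 uM; curves fitted, compounds curve-classed.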
NPC1 promoter act: NPC1 promoter activation | 2.4% of 320,000 active | Potency, µM (top dose mostly 9.22 µM), inactives show at the top dose activation, hits mostly activators | Huh7 NPC1 promoter luciferase reporter, 24 h;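 note: potency is the fitted concentration of half-maximal effect; % of control where 0% means no effect; nearly all actives have a fitted effect of over 60% in size; reporter is driven by a mutant NPC1 promoter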
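Cells: Huh7 expressing luciferase under the NPC1 promoter, 1500/well. Seeded 2 h, compound added, incubated 24 h at 37 °C. Luciferase reagent, 10 min ambient, then luminescence.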
Rab9 prom act: activates the Rab9 promoter. Huh7 Rab9 promoter-luciferase reporter, luminescence, 24 h. Potency, µM (titrated, usually from 9.22 µM), for inactives: at the top dose activation, negative = inhibition, hits mostly activators. 2.8% of 320,000 active; note: potency is the fitted concentration of half-maximal effect; % of control where 0% means no effect; nearly all actives have a fitted effect of over 60% in size
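Huh7 reporter line, Rab9 promoter upstream of luciferase. Compound exposure 24 h at 37 °C in reduced-serum medium with 10% FBS. Read-out: luminescence.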
ELG1 DNA repair: blocks ELG1-dependent DNA repair in HEK293T cells | AID 504467 | Potency, µM (series often up to 46.1 µM), for inactives: at the top dose activity change, negative = inhibition, most hits filed as inhibitors | 2.3% of 330,000 active | HEK293T ELG1-luciferase reporter, luminescence, 16 h; DNA damage induced by 5-fluorouridine; note: potency is the fitted concentration of half-maximal effect; % is set by controls: 0 for no effect and ±100 for the full control effect; nearly all actives have a fitted effect of over 55% in size
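Quantitative HTS, concentration-response format. 2,000 cells/well co-treated with 5-fluorouridine and compound, 16 hr in 5% CO2 at 37 °C; ONE-Glo luminescence read after 30 min.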
ELG1 genotoxic: induces genotoxicity in HEK293T cells with luciferase-tagged ELG1; Potency, µM (doses to about 46 µM), for the others: at the highest dose activity change, positive = activation, usual class: activators; AID 504466; HEK293T ELG1-luciferase reporter, luminescence, 16 h; 1.3% of 330,000 active; note: potency is the fitted concentration of half-maximal effect; % of control where 0% means no effect; nearly all actives have a fitted effect of over 60% in size
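Step 1: seed 2,000 HEK293T ELG1-luciferase cells per well. Step 2: add compound or DMSO, incubate 16 hr at 37 °C. Step 3: ONE-Glo, 30 min at room temperature, read luminescence.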
BRCA1 expr act: activators of BRCA1 expression. MCF7-BRCA1-FFLuc reporter, luminescence, 48 h; response scale: scaled: vehicle 0%, 10 µM genistein 100%. Potency, µM (top dose mostly 46.1 µM), for inactives: at the top dose activation, hits mostly activators. 1.1% of 380,000 active. AID 624202; note: potency is the fitted concentration of half-maximal effect; nearly all actives have a fitted effect of over 80% in size; some results filed as inactive show a strong effect at the top dose
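Using MCF7 cells harboring a BRCA1 firefly luciferase reporter, plated 2 h before compound pinning, the screen measured luminescence after 48 h incubation. Responses were normalized to DMSO and 10 microM genistein, then fitted for concentration-effect.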
FLuc modulator: counter-screen for miR-21 project: firefly luciferase inhibitors or activators. P08659. purified FLuc, Km substrates, luminescence inhibition. Potency, µM (highest dose often 57.5 µM), without a hit: at the highest dose activity change, negative = inhibition, usual class: inhibitors. 6.9% of 360,000 active. AID 588342;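 note: potency is the fitted concentration of half-maximal effect; plate controls were vehicle for no effect and reference inhibitor for full effect; nearly all actives have a fitted effect of over 55% in size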
Target sequence (P08659 whole entry, looked up): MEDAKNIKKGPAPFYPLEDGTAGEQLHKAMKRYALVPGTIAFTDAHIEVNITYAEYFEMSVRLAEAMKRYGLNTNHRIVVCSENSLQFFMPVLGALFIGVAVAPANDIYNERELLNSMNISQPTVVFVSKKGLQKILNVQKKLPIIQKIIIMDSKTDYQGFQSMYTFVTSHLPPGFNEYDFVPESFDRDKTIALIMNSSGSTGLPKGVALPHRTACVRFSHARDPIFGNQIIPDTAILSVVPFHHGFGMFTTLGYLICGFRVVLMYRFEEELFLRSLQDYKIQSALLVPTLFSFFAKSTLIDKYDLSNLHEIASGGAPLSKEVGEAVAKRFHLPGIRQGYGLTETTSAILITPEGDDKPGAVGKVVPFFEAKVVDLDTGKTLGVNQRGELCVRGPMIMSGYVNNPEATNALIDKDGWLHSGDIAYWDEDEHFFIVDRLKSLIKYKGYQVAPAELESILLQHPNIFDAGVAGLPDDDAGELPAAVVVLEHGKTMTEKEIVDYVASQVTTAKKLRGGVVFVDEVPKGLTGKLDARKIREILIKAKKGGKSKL
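Purified P. pyralis luciferase, 10 nM final, with Km-level 10 uM D-luciferin and 10 uM ATP in 50 mM Tris acetate pH 7.5, 10 mM Mg acetate, 0.01% Tween-20, 0.05% BSA; 6-point qHTS titration about 60 µM downward; luminescence read.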
p53 reactivation: restores transcriptional activity of mutant p53. H1299 p53-A138V BP100-luciferase reporter, luminescence, 24 h. Potency, µM (top dose mostly 92.2 µM), for the others: at the highest dose activity change, positive = activation, most hits filed as activators. AID 504706. 0.063% of 320,000 active; note: potency is the fitted concentration of half-maximal effect; % of control where 0% means no effect; nearly all actives have a fitted effect of over 45% in size
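H1299 (p53-null), stable ts p53-A138V + BP100-Luc; 1000 cells/well, Opti-MEM/10% FBS; cpd 4 pt, 1:5; 24 h, 37 deg C, 5% CO2; detection reagent 10 min RT; luminescence.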
RORgamma inh: inhibitors of mouse ROR gamma transcriptional activity; Potency, µM (top dose mostly 53.6 µM), for inactives: top-dose activity change, negative = inhibition, usual class: inhibitors; Drosophila S2 Gal4-RORgamma UAS-luciferase reporter, 20 h; 5.4% of 310,000 active; note: potency is the fitted concentration of half-maximal effect; % is set by controls: 0 for no effect and ±100 for the full control effect; nearly all actives have a fitted effect of over 60% in size
Target sequence (P51450 whole entry, looked up, the tested form may be a part): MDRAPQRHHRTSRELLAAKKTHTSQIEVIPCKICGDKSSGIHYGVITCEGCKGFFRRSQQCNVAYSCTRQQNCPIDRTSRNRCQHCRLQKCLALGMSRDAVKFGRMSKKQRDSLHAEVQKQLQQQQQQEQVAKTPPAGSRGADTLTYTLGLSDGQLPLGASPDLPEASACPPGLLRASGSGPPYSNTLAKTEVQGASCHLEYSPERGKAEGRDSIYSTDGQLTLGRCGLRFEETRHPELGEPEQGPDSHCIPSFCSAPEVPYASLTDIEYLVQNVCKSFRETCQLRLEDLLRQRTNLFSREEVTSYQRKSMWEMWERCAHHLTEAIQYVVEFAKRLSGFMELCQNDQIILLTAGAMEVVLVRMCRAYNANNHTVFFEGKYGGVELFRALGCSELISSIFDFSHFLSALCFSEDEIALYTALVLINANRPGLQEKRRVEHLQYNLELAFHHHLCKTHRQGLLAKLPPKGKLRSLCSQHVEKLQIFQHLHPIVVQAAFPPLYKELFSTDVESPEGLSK
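A Gal4/UAS one-hybrid system in insect cells: metallothionein-promoter Gal4–ROR gamma fusion plus Photinus luciferase reporter. Copper sulfate 700 uM final, 20 hr ambient incubation, luminescent detection after 10 min with reagent.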
TRPV1 ag: activates the human vanilloid receptor TRPV1 | TRPV1-expressing cells, Fluo-8 calcium influx, agonist mode | Q8NER1 | activation, % at 8.33 µM | AID 540275 | 0.19% of 320,000 active; in the data active = activation above about 80%; inconclusive = between about 30% and that limit; note: 0% is about no effect
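Fluo-8 calcium influx in TRPV1-expressing cells, kinetic read (ex 480/em 520 nm). Compound added and read 3 min for agonist activity, followed by capsaicin at EC20 final and 2 min further read for enhancement.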
VP16 counter: inhibits Gal4-VP16 luciferase reporter, ROR gamma counter-screen. Drosophila S2 Gal4-VP16 UAS-luciferase, luminescence, 20 h. Potency, µM (doses to about 53.6 µM), for inactives: top-dose activity, negative = inhibition, hits mostly inhibitors. 3.5% of 310,000 active;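 note: Gal4-VP16 expression switched on by copper sulfate through the metallothionein promoter; potency is the fitted concentration of half-maximal effect; % is set by controls: 0 for no effect and ±100 for the full control effect; nearly all actives have a fitted effect of over 50% in size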
Starred values were filed as active, the others as inactive; ? = inconclusive; . = not tested or not shown; [ ] = remark or other dose. Unless noted, calls come from the whole dose curve; as a rule, active = well fitted curve in the direction sought with a large enough effect; inconclusive = small, poorly fitted or top-dose-only effect, or another doubt; inactive = no such curve, though single readings can be large; an effect the other way counts as inactive or inconclusive.

Below each compound: Tb PFK block	NPC1 promoter act	Rab9 prom act	ELG1 DNA repair	ELG1 genotoxic	BRCA1 expr act	FLuc modulator	p53 reactivation	RORgamma inh	TRPV1 ag	VP16 counter
- O=C(COc1ccc(F)c(Cl)c1)Nc1ccc(N2CCOCC2)cc1
    ?	.	.	-16.0%	-1.9%	-25.6%	.	-1.3%	.	.	.
- CS(=O)(=O)N1CCN(c2ccccc2[N+](=O)[O-])CC1
    3.2%	4.1%	-6.5%	4.6%	-1.2%	-6.8%	-0.4%	-2.0%	-2.0%	-0.5	-14.8%
- Cc1ccc(NC(=O)CN(C)CC(=O)Nc2sc3c(c2C(N)=O)CCC3)cc1
    1.2%	1.4%	-0.1%	?	-6.4%	-47.0%	-2.8%	-14.5%	15.8µM*	21.1	?
- CC1CCN(CCc2nc3cc(NS(=O)(=O)c4ccccc4)ccc3n2C)CC1
    3.4%	18.9%	2.3%	-12.9%	-3.7%	-29.5%	-0.9%	?	3.9%	0.9	-11.9%
- C=CCn1c(CCC(=O)Nc2ccc(C)c(Cl)c2)nnc1SCC(=O)Nc1ccccc1C
    -0.2%	-5.3%	-1.1%	?	-2.2%	24.0%	2.6%	-7.6%	?	-4.2	-1.1%
- Cc1ccc(C(=O)NCCCc2ccccc2)c(C)c1
    -5.5%	1.41µM*	3.55µM*	?	16.4µM*	?	8.49µM*	17.8%	?	2.7	?
- Cc1ccc2nc(SCCC(=O)O)cc(C)c2c1
    -3.4%	0.5%	0.0%	13.1%	-0.5%	7.4%	?	-4.0%	2.4%	-2.3	0.8%
- CCN(CC)C(=O)c1[nH]cnc1C(=O)NCC(=O)OCc1ccccc1
    -0.1%	4.2%	-2.0%	-9.2%	1.7%	8.1%	-0.7%	.	-22.5%	-0.6	2.3%
- O=C(CNC(=O)c1cccc(F)c1)OCC(=O)N1CCCCC1
    -4.0%	18.9%	29.8%	?	1.3%	90.9%	?	?	2.6%	1.7	6.4%
- CCOC(=O)C1CCCN(C(=O)COC(=O)c2cccs2)C1 (configuration not stated)
    0.8%	.	.	?	5.7%	19.7%	.	?	.	.	.
- COc1ccc(-n2c(C)nc3cc(C(=O)NCc4ccco4)ccc32)cc1
    -1.9%	-0.5%	14.1%	0.6%	3.6%	-0.1%	-7.8%	21.5%	-0.6%	-0.5	9.7%
- COC(=O)CC1C(=O)NCCN1C(=O)Nc1ccc(Cl)cc1 (configuration not stated)
    0.0%	1.7%	1.7%	?	1.2%	3.5%	5.0%	2.8%	3.7%	-0.3	-0.6%
- O=C(COC(=O)COc1ccc2ccccc2c1)NCC(F)(F)F
    4.4%	-8.9%	15.6%	9.3%	1.9%	2.8%	-18.2%	0.8%	-2.1%	18.0	-5.4%
- COc1ccc(NC(=O)c2ccc3c(c2)NC(=O)CO3)cc1OC
    -6.4%	1.2%	-3.1%	-6.2%	-4.4%	-51.6%	-5.8%	4.5%	26.2%	6.4	-2.8%[10 µM]
- O=C(NC1CCCC1)C(c1ccncc1)N(C(=O)Cc1cccs1)c1ccc(F)cc1 (configuration not stated)
    -1.3%	-0.3%	1.8%	-11.5%	-19.7%	1.7%	-0.3%	-2.5%	15.1%	-0.8	-2.9%
- CCOc1cc2[nH]c(=S)n(CCCC(=O)NCc3ccccn3)c(=O)c2cc1OCC
    1.2%	-4.2%	8.2%	-9.8%	-0.6%	3.5%	-2.3%	1.7%	-12.3%	-0.5	-3.0%
- O=C(NCC1COc2ccccc2O1)c1ccc(F)c(S(=O)(=O)N2CCOCC2)c1 (configuration not stated)
    0.5%	2.3%	-2.2%	-25.5%	-0.7%	-20.7%	4.4%	5.1%	.	?	.
- COCC(=O)OCn1nnc2ccccc2c1=O
    -8.4%	0.4%	14.8%	8.8%	-0.3%	8.4%	1.2%	11.1%	23.6%	-3.0	-5.6%
- Cc1ccccc1NC(=O)CN1CCOCC1
    0.6%	0.8%	5.8%	0.6%	2.3%	-9.7%	3.8%	-2.2%	2.8%	-0.5	2.5%
- O=C(OCC(=O)N1CCCC1)c1ccc(S(=O)(=O)N2CCOCC2)cc1
    0.0%	-15.0%	-1.4%	-5.2%	2.5%	8.9%	0.2%	-1.0%	1.2%	0.6	4.7%
- CCOc1cc(/C=N/Nc2nn3cnnc3c3ccccc23)ccc1O
    -0.8%	25.3%	17.9%	?	8.3%	71.6%	5.36µM*	0.4%	-31.4%	0.8	-19.0%
- O=C(O)CCCN1C(=O)/C(=C\C(Cl)=C\c2ccccc2)SC1=S
    0.6%	-38.5%[inhibitor]	-48.5%[inhibitor]	-8.9%	-9.4%	-90.0%	9.53µM*	-13.4%	1.26µM*	-2.7	1.58µM*
- CC(C)n1cc(NC(=O)COc2ccccc2Cl)cn1
    3.4%	-4.0%	5.2%	17.2%	3.0%	20.9%	-4.3%	6.3%	-0.4%	-1.5	23.2%
- Cc1cccn2c(=O)c3cc(C(=O)N4CCCCC4)sc3nc12
    -4.0%	0.7%	1.4%	?	23.0%	-31.3%	?	5.4%	13.6%	9.3	?
- O=C(CCn1c(=S)[nH]c2ccccc2c1=O)NCCSCc1ccccc1
    -1.1%	-0.2%	1.4%	2.6%	-3.3%	-26.4%	-2.2%	-4.9%	?	8.8	-5.6%
- CSC(=Nc1cccc(C)c1)NC#N
    -5.5%	-4.4%	-2.3%	-1.7%	-2.0%	7.6%	-2.2%	-6.6%	-0.2%	1.2	-8.9%
- NS(=O)(=O)c1ccc(CNS(=O)(=O)c2cc(Cl)ccc2Cl)cc1
    0.4%	1.7%	-2.7%	0.9%	-0.3%	-5.9%	0.2%	-0.1%	-4.2%	-1.8	2.6%
- COc1ccc(C2=NOC(C(=O)Nc3ccc4c(c3)OCCO4)C2)c(OC)c1 (configuration not stated)
    16.6%	?	10.1%	-4.4%	-0.4%	-1.0%	?	-1.2%	3.0%	8.2	3.6%
- COc1ccccc1CCC(=O)OCC(=O)Nc1c(C)nn(-c2ccccc2)c1C
    -4.6%	0.2%	1.3%	10.9%	1.7%	-14.2%	12.0%	9.6%	.	-0.9	.
- Cc1cc(O)c2c(c1O)C(=O)[C@]13C(=C2O)C(=O)[C@@H]2[C@@H](O)[C@H]1[C@@H]1[C@H](O)[C@H]3C(=O)C3=C(O)c4c(O)cc(C)c(O)c4C(=O)[C@]312
    -13.2%	.	.	?	-11.3%	-56.0%	.	-2.1%	.	.	.
- CN1CC(=O)Nc2ccccc2C1=O
    -2.9%	-1.2%	1.4%	6.0%	1.0%	-10.8%	1.2%	1.6%	0.4%	2.0	6.3%
- Cc1ccccc1NC(=O)c1cc[n+]([O-])cc1
    -12.8%	-1.1%	1.3%	6.5%	1.2%	-9.7%	2.2%	4.7%	-28.6%	3.0	-0.1%
- COCC(C)NC(=O)c1ccc(Cl)c(Cl)c1 (configuration not stated)
    -3.4%	-0.4%	0.8%	11.4%	1.2%	-13.9%	-0.9%	13.3%	18.7%	17.6	-2.7%
- CSc1cc(C)c(OCC(=O)Nc2ccc(NC(C)=O)cc2)c(C)c1
    5.4%	0.1%	4.5%	-7.0%	-1.0%	14.3%	1.2%	2.0%	23.4%	3.1	15.2%
- c1ccc(OCCCn2ccnc2)cc1
    -0.3%	3.3%	-6.5%	5.7%	2.3%	-19.6%	-3.7%	-10.1%	-0.4%	-5.4	-3.7%
- O=C(C1=NN[C@@H]2C(=O)N(Cc3ccccc3)C(=O)[C@H]12)c1ccc([N+](=O)[O-])cc1
    2.9%	-5.4%	-1.3%	-0.2%	-3.5%	-6.8%	-2.2%	-1.9%	?	24.7	-11.3%
- Cc1ccc(Nc2cc(C)nc(-c3ccccc3O)n2)cc1
    -1.5%	14.3%	18.1%	?	?	53.9%	23.9µM*	22.4%	?	0.5	13.8%
- C/C(=N\O)c1ccc(Cl)c(Cl)c1
    -17.1%	-0.3%	7.3%	-4.2%	-1.0%	-4.5%	1.8%	0.2%	1.3%	-5.7	-13.1%
- COc1ccc(C)cc1NC(=O)C/C(C)=N/NC(=O)Cc1cccc2ccccc12
    -23.9%	5.6%	0.6%	1.7%	-3.9%	-10.7%	-0.2%	-0.3%	?	7.9	?
- CCCNC(=O)c1ccc2c(=O)n3c(-c4ccc(C)cc4)csc3nc2c1
    -7.4%	-10.7%	-3.6%	2.9%	0.5%	-8.1%	-0.2%	0.7%	8.0%	9.0	-5.5%
- Cc1cc(C(=O)NNC(=S)NCC(C)C)no1
    1.6%	0.7%	1.0%	-0.8%	-4.1%	-0.1%	0.3%	5.7%	7.94µM*	-0.6	-24.0%

Bioassay records from PubChem BioAssay.
